MLLE-PAM2 inh = inhibitors of PABP1 MLLE–PAM2 peptide binding, primary screen, biochemical, fluorescence polarization, FITC-PAM2, GST-MLLE; Polyadenylate-binding protein 1 (Homo sapiens), P11940; inhibition, % at 20 µM; hit rate 0.36% among 360,000; in the data active = inhibition above about 35%, passing the limit was not always enough;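 note: plate controls were DMSO wells with GST-MLLE for no effect and wells lacking GST-MLLE protein for full effect; some results filed as inactive read as strong as hits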
Rpn11 block = Rpn11 (PSMD14) deubiquitinase inhibitors, primary screen, biochemical, fluorescence polarization, uHTS; 26S proteasome non-ATPase regulatory subunit 14 (Homo sapiens), O00487; human 26S proteasome, Ub4-pepOG fluorescence polarization; 20S core pre-blocked with epoxomicin; calls only at 20 µM; hit rate 0.59% among 360,000; AID 588493, 2011;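 active = inhibition at 20 µM, scaled to each plate's controls, above about 33%, limit read from the data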
CSN inh = inhibitors of CSN-mediated cullin deneddylation, primary screen, biochemical, fluorescence polarization, uHTS. AID 651999, 2013. inhibition, % at 12.5 µM. Purified CSN, SCF-Nedd8-OG deneddylation. hit rate 0.38% among 360,000. COP9 signalosome complex subunit 5 (Homo sapiens), Q92905;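 active = pattern-corrected inhibition above about 35%, with an unprinted fluorescence ratio check between 0.5 and 1.5, limit read from the data, passing the limit was not always enough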;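 note: 0% = enzyme with substrate and 100% = substrate without enzyme; some results filed as inactive read as strong as hits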
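Assay system: purified human Csn5 enzyme expressed in HEK293T cells; measure: % inhibition; also added: SCFSkp2-Nedd8OG substrate at 10 nM final; technique: fluorescence polarization; times: reaction 90 min, room temperature; medium: Tris buffer pH 7.5, NaCl, DTT, Tween-20, trehalose, ovalbumin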
Scp-1 inhibitor = Scp-1 phosphatase inhibitors, primary screen, biochemical, colorimetric, uHTS; Carboxy-terminal domain RNA polymerase II polypeptide A small phosphatase 1 (Homo …; Recombinant Scp1, phosphopeptide, malachite green phosphate absorbance; inhibition, % at 20 µM; hit rate 0.88% among 340,000; AID 493091, 2011;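 active = inhibition above about 50% at 20 µM, limit read from the data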;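 note: plate controls were DMSO wells with enzyme for no effect and wells lacking enzyme for full effect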
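Test system – truncated SCP-1 phosphatase (76-261aa) · Reagent – Phosphorylated 17-residue peptide substrate · Incubation – 45 min room-temperature reaction, 5 min colour, 30 min stabiliser · Detection – colorimetric phosphate reagent with accelerator and stabiliser, absorbance at 630 nm · Measure – % inhibition at 20 µM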
LMPTP inh = LMPTP phosphatase inhibitors, primary screen, biochemical, fluorescence intensity, uHTS. inhibition, % at 20 µM. recombinant LMPTP-A, OMFP fluorogenic substrate. hit rate 0.22% among 360,000;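 active = compounds that cut the enzyme signal by at least half of the control window in the single-dose screen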;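 note: plate controls were DMSO wells with enzyme plus substrate for no effect and substrate without enzyme for full effect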
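Assay system: LMPTP-A phosphatase enzyme | Input: 0.625 nM enzyme | Also added: Fluorogenic phosphatase substrate OMFP at 400 µM final | Compound dosing: One test concentration per compound, 20 µM, with 3% DMSO overall | Schedule: 50 min enzyme reaction at room temperature, protected from light | Signal: Fluorescence intensity | Benchmarks: no-enzyme and uninhibited controls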
NadD inh = inhibitors of S. aureus NadD, primary screen, biochemical, colorimetric, uHTS | hit rate 0.78% among 360,000 | inhibition, % at 20 µM | Nicotinate-nucleotide adenylyltransferase NadD (Staphylococcus aureus N315) | AID 602399, 2012 | purified NadD enzyme, colorimetric absorbance read-out; in the data active = inhibition above about 26%; note: some compounds past the cut are filed as inactive
Tb MetRS inh = T. brucei MetRS inhibitors, primary screen, biochemical, luminescence; methionyl-tRNA synthetase (Trypanosoma brucei brucei); purified T. brucei MetRS, ATP depletion, Kinase-Glo luminescence; inhibition, % at 11.9 µM; hit rate 0.4% among 360,000;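 active = inhibition above a per-plate cutoff of the control wells' mean inhibition plus 3 SD, cut at about 5.5% in these data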;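 note: 0% = DMSO wells median and 100% = median of wells with control inhibitor compound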
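Measured by: Kinase-Glo luciferase luminescence reporting remaining unconsumed ATP. Material: purified T. brucei MetRS enzyme. Doses: 11.9 µM compound single dose, 0.9% DMSO. Medium: HEPES buffer containing pyrophosphatase, BSA, spermine, DTT. Times: 15 min preincubation, 2 h reaction, all 25 °C. Reagent: methionine, ATP and bulk E. coli tRNA.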
STEP inh = STEP phosphatase inhibitors, primary screen, biochemical, fluorescence intensity, uHTS. Tyrosine-protein phosphatase non-receptor type 5 (Homo sapiens), P54829. recombinant STEP, OMFP fluorogenic substrate. inhibition, % at 20 µM. hit rate 0.25% among 360,000. AID 588621, 2011;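 active = inhibition at 20 µM, scaled per plate between control wells, above about 37%, limit read from the data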;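 note: 0% = DMSO with enzyme and substrate and 100% = substrate only without enzyme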
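Material: STEP (striatal-enriched tyrosine phosphatase) enzyme, cell-free | Medium: 50 mM Bis-Tris pH 6.0 with 2.5 mM DTT and 0.005% Tween 20 | Read-out: Percent inhibition scaled to no-enzyme and uninhibited-enzyme controls, plate-pattern corrected | Signal: Fluorescence read at 480 nm ex / 540 nm em | Times: 20 min reaction, room temperature, in the dark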
DNMT1 block = human DNMT1 methyltransferase inhibitors, primary screen, biochemical, molecular beacon, fluorescence, HinP1I cleavage, uHTS; AID 588458, 2011; hit rate 0.83% among 360,000; inhibition (reported as % activation of signal), % at 10 µM; DNA (cytosine-5)-methyltransferase 1 (Homo sapiens), P26358; in the data active = inhibition above about 50%
Target sequence (P26358 504-1616 limits assumed): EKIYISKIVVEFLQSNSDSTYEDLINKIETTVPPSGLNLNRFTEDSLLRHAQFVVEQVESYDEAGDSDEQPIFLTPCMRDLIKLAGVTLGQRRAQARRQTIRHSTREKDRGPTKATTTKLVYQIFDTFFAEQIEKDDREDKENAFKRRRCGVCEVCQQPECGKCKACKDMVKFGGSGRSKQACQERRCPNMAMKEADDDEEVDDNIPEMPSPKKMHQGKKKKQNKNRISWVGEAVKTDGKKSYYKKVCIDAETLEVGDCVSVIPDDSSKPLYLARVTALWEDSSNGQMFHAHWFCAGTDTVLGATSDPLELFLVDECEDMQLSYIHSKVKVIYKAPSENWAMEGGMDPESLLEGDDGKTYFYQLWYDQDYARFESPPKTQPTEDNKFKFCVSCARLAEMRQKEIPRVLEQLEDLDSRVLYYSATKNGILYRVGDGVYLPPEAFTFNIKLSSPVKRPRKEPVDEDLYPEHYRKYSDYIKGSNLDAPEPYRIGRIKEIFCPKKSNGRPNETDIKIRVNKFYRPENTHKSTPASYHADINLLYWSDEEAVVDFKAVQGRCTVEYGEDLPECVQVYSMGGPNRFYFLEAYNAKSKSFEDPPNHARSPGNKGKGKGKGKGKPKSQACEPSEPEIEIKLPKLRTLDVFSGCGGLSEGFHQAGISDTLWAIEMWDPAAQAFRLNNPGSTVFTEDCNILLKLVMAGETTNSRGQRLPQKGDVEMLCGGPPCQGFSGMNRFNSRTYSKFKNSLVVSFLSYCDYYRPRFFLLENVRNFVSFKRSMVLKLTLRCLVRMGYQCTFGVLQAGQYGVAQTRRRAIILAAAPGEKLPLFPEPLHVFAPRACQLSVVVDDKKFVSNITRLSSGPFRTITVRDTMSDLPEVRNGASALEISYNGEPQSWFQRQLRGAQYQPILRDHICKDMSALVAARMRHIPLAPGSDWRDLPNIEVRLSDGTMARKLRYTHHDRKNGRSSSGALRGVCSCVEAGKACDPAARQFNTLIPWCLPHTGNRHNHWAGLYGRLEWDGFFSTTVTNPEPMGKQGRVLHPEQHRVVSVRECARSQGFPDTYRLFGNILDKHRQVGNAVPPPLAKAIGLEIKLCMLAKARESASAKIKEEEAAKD
SUMO1 PPI mod = modulators of SUMO1 protein-protein interactions, primary screen, biochemical, uHTS | hit rate 0.33% among 360,000 | AID 602429, 2012 | SUMO1 binding to a labelled peptide, TR-FRET, 1 h | Small ubiquitin-related modifier 1 (Homo sapiens), P63165 | inhibition, % at 20 µM; in the data active = inhibition above about 37%
An asterisk follows results filed as active; i = inactive; · = no result given; & = joins results of further samples.

LMPTP inh | STEP inh | NadD inh | DNMT1 block | Tb MetRS inh | Scp-1 inhibitor | MLLE-PAM2 inh | Rpn11 block | SMILES | SUMO1 PPI mod | CSN inh
1.3 | 2 | -5 | 2 | -0.4 | -4 | 4 | i | Cc1cc(C)c(C#N)c(SC(C(=O)NC(C)(C)C)c2ccccc2)n1 (stereo not drawn) | 3 | 0
-2.0 | -1 | -5 | -1 | -1.9 | -16 | -5 | i | COc1ccccc1C(=O)N/N=C/C(C)=C/c1ccccc1 | -3 | 4
4.5 | 0 | 9 | 0 | 0.0 | -12 | 5 | i | Cc1ccc2ccc(C(Nc3cccc(C(F)(F)F)c3)c3cccnc3)c(O)c2n1 (stereo not drawn) | -5 | -4
0.3 | -2 | -4 | -2 | 0.0 | -9 | 3 | i | Cc1cccc(NC(=O)COC(=O)CSc2ccccc2)c1C | -4 | 0
0.4 | 4 | 0 | 1 | -0.5 | -3 | 2 | i | COc1ccc(/C=C/C(=O)c2ccc(OC)cc2O)cc1 | -9 | 1
2.0 | 1 | -2 | 0 | -0.3 | 4 | 0 | i | COc1ccccc1N(C1=NCCCS1)S(=O)(=O)c1ccc(C(C)(C)C)cc1 | -4 | -7
1.4 | 1 | -1 | 0 | -0.2 | -5 | -1 | i | CCOC(=O)c1cc(CC)sc1NC(=O)CN1C(=O)C(=O)N(CC(C)C)C1=O | 6 | -5
3.3 | 6 | -2 | -5 | -1.0 | -2 | 2 | i | Cc1cccc(Cn2c(Cc3ccccc3)nc3ccccc32)c1 | 1 | -2
-0.8 | 1 | -6 | -6 | -0.5 | -2 | -9 | i | CN(c1ccccc1C(=O)Nc1ccc(S(=O)(=O)N2CCOCC2)cc1)S(=O)(=O)c1ccccc1 | 0 | -4
0.6 | 0 | -5 | 1 | -0.2 | -12 | 0 | i | N#Cc1ccccc1NC(=O)CN1CCN(c2ccccn2)CC1 | 1 | 5
0.0 | 0 | 2 | 0 | -0.2 | -14 | -3 | i | CCOc1cccc(C(=O)N(Cc2ccc(F)cc2)C2CCS(=O)(=O)C2)c1 (stereo not drawn) | 2 | 0
-2.0 | 2 | -3 | 2 | 0.1 | · | -7 | i | C[C@H]1CN([C@@H](C)CO)C(=O)CCCn2cc(nn2)CO[C@@H]1CN(C)C(=O)Cc1ccccc1 | 1 | 1
-0.1 | -4 | 6 | -2 | -0.1 | -4 | -6 | i | CN(CC(=O)Nc1cccc(F)c1)CC(=O)Nc1cccc(S(=O)(=O)N2CCCCCC2)c1 | 0 | 1
-2.5 | -2 | 1 | -4 | -0.1 | 2 | 2 | i | O=[N+]([O-])c1cc(-c2cccnc2)n[nH]1 | -15 | -1
-0.5 | -1 | 0 | -1 | -0.1 | -1 | -10 | i | O=C(CCN1CCCC1=O)NC1CCCc2c1cnn2-c1ccccc1F (stereo not drawn) | -1 | -3
0.9 | -2 | 7 | 2 | -0.1 | -7 | -2 | i | Cc1cc2[nH]c(=O)c(=O)[nH]c2cc1S(=O)(=O)Nc1ccccc1F | 2 | -3
-3.5 | -3 | -2 | 1 | -0.5 | 7 | 12 | i | O=C(Cn1cc([N+](=O)[O-])cn1)N1CCN(c2ccccc2)CC1 | -3 | -4
-0.7 | -2 | -4 | 3 | 0.2 | 2 | 3 | i | O=C(COC(=O)CCN1C(=O)c2ccccc2C1=O)Nc1ccccc1[N+](=O)[O-] | -16 | -2
1.1 | 3 | -4 | -6 | -0.2 | -13 | 28 | i | Cc1ccc(C(=O)NC(=S)Nc2ccccc2C)cc1 | 4 | 2
-1.2 | 1 | -5 | 0 | -0.8 | 7 | -1 | i | COc1ccc(CC(C)NS(=O)(=O)c2ccc3c(c2)CCN3S(C)(=O)=O)cc1OC (stereo not drawn) | 2 | -3
-1.8 | 0 | -4 | -1 | -1.0 | 3 | 1 | i | COc1ccc(NC(=O)Nc2ccc(OC)cc2)cc1 | -1 | -4
-5.1 | -1 | -8 | -2 | -0.8 | 4 | -1 | i | Cc1nn(C)c(C)c1NC(=O)CCl | 4 | 1
1.6 | -4 | 4 | -1 | 0.4 | · | 0 | i | COCCN1C[C@@H](CO)O[C@@H](n2cnc3c(NCC(C)C)ncnc32)C1 | -1 | 3
1.8 | 3 | -5 | -8 | -0.2 | · | -4 | i | CN(Cc1ccccc1F)c1cc2c(c3c1ccn3C)C1CCC2O1 (stereo not drawn) | 1 | 1
-0.9 | 0 | 3 | -2 | 0.2 | -3 | 2 | i | CC(Oc1ccccc1F)C(=O)NNC(=O)CCNC(=O)c1ccccc1Cl (stereo not drawn) | 2 | -3
1.1 | 1 | 1 | -2 | -0.4 | -4 | 27 | i | Cc1cccc(-c2nc(CSCC(=O)N3CCN(c4ccccn4)CC3)c(C)o2)c1 | 2 | 2
0.4 | -1 | 2 | 0 | 0.1 | -6 | -20 | i | O=C(CSc1nnc(-c2ccccc2O)o1)N1CCCCC1 | 10 | 3
-1.3 | -2 | -7 | -2 | -0.2 | · | 4 | i | COc1ccc(CN2CCC(C(=O)NC(C)c3cccc4ccccc34)CC2)cc1 (stereo not drawn) | 2 | -4
-1.2 | 1 | 0 | 1 | -0.9 | -5 | 2 | i | COC(=O)CCN(C(=O)C1C2CC3CC(C2)CC1C3)c1ccccn1 (stereo not drawn) | -2 | -3
0.1 | -3 | 3 | -1 | -0.3 | -7 | 1 | i | COCCNC(=O)C(=O)NNC(=O)COc1ccc(OC)cc1 | 1 | -2
0.3 | -2 | -9 | -2 | -0.3 | -8 | 13 | i | CSc1ccccc1OCc1cc(C(=O)N2CCCC(C)C2)no1 (stereo not drawn) | 2 | -2
-3.2 | -1 | -6 | -5 | -1.3 | 0 | 2 | i | CCn1cc(C(=O)NCCN(C)C)c(=O)c2cc(F)c(N3CCN(C)CC3)cc21 | 5 | 0
-1.9 | 1 | -2 | -1 | -0.1 | -7 | -11 | i | COc1cc(CC(=O)OCC(=O)N2C(C)CCCC2C)cc(OC)c1OC (stereo not drawn) | 2 | 7
0.5 | -6 | 2 | -8 | -0.5 | 0 | -3 | i | CC(C)(Oc1ccc(Cl)cc1)C(=O)Nc1cccc(S(=O)(=O)NC2=NCCC2)c1 | 6 | -2
-0.3 | 1 | 4 | 6 | -1.2 | 3 | 12 | i | Cc1cccn2c(=O)c(/C=C(\C#N)C(N)=O)c(N3CCN(Cc4ccc5c(c4)OCO5)CC3)nc12 | -15 | -13
8.3 | 2 | 13 | -4 | -0.2 | 2 | -1 | i | COc1ccc(NC(=O)CN(C)C(=O)c2ccc(N3CCCCCC3)c([N+](=O)[O-])c2)cc1 | -39 | -5
0.1 | 3 | -2 | 4 | -0.2 | -8 | 0 | i | CC(NC(=O)/C(C#N)=C/c1ccco1)c1ccccc1 (stereo not drawn) | -17 | 2
-1.6 | -7 | 5 | 0 | -0.8 | 0 | 11 | i | CCCCN(CC)C(=O)Cc1c(C(=O)O)[nH]c2ccc(Cl)cc12 | 2 | 4
-1.1&-1.9 | 0&-1 | -2&12 | 0&-2 | 0.1&-0.2 | -12&-5 | -6&-12 | i | O=C1CCCN1CC(CN1CCOCC1)Sc1nnnn1-c1ccccc1 (stereo not drawn) | -5&-4 | -3&-3
1.8 | -2 | 5 | -18 | -0.8 | 0 | -1 | i | O=C(Nc1cccnc1)c1cc(-c2cccnc2)nc2ccc(Br)cc12 | -15 | 0

Two records drawn at random from the list so far, as already listed:
LMPTP inh | STEP inh | NadD inh | DNMT1 block | Tb MetRS inh | Scp-1 inhibitor | MLLE-PAM2 inh | Rpn11 block | SMILES | SUMO1 PPI mod | CSN inh
-0.9 | 0 | 3 | -2 | 0.2 | -3 | 2 | i | CC(Oc1ccccc1F)C(=O)NNC(=O)CCNC(=O)c1ccccc1Cl (stereo not drawn) | 2 | -3
0.1 | -3 | 3 | -1 | -0.3 | -7 | 1 | i | COCCNC(=O)C(=O)NNC(=O)COc1ccc(OC)cc1 | 1 | -2

Ordered by the number under Scp-1 inhibitor (descending): 3 of the compounds above
SMILES,Scp-1 inhibitor
Cc1cccn2c(=O)c(/C=C(\C#N)C(N)=O)c(N3CCN(Cc4ccc5c(c4)OCO5)CC3)nc12,3
COCCNC(=O)C(=O)NNC(=O)COc1ccc(OC)cc1,-7
Cc1ccc(C(=O)NC(=S)Nc2ccccc2C)cc1,-13

Other entries follow.
LMPTP inh | STEP inh | NadD inh | DNMT1 block | Tb MetRS inh | Scp-1 inhibitor | MLLE-PAM2 inh | Rpn11 block | SMILES | SUMO1 PPI mod | CSN inh
-2.6 | -4 | -8 | 6 | 0.3 | -7 | -1 | i | CCN1CCCC1CNCc1cccc(OC)c1OCc1ccc(F)cc1 (stereo not drawn) | 6 | -5
1.0 | 2 | 13 | -24 | 3.1 | -4 | -12 | i | O=C(Cn1cc(S(=O)(=O)Cc2ccccc2)c2ccccc21)Nc1ccccc1 | 1 | 6
0.0 | -9 | -7 | 5 | 0.3 | -8 | 8 | i | Cc1ccc(C)c(S(=O)(=O)Nc2ccc(S(=O)(=O)Nc3onc(C)c3C)cc2)c1 | 2 | 1
-0.9 | -4 | -5 | 4 | -0.5 | -4 | 0 | i | CC(=O)NC(CCC(=O)O)C(=O)O (stereo not drawn) | -3 | -6
0.0 | -5 | 5 | -6 | -1.4 | -5 | 19 | i | Cc1nn(-c2ccccc2)c2c1C(c1ccc(F)cc1)C(C#N)=C(N)O2 (stereo not drawn) | 0 | 3
-0.8 | 1 | 0 | 0 | 0.1 | -4 | -2 | i | Cc1ccccc1OCCn1ccnc1 | 2 | -2
2.4 | -4 | -1 | 0 | -0.3 | -4 | 7 | i | O=S(=O)(c1ccccc1)N1CCN=C1SCc1ccccc1Cl | 2 | -2
